High-throughput results (PubChem BioAssay)
aDG glyco act: activators of alpha-DG glycosylation, primary screen, uHTS, Pro5-aDG cells, AlphaScreen. alpha-DG glycosylation AlphaScreen (IIH6); 0% Pro5, 100% B10-LARGE cell signal. activation, % at 10 µM. 360,000 tested, 0.22% active;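 active means activation of at least 8% versus controls, or a plate z-score of at least 8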;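 further: Pro5 are CHO cells carrying HIG-tagged alpha-DG that lacks glycosylation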
m5-HT2A agonist: mouse Htr2a agonists via beta-arrestin recruitment, primary screen, cell-based, luminescence | AID 624169, 2012 | activation, % at 7.6 µM | 360,000 tested, 0.66% active | 5-hydroxytryptamine receptor 2A (Mus musculus), P35363 | CHO-K1 mHTR2A beta-arrestin complementation; percent of 30 µM serotonin response;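 active means activation above a run cutoff, the mean activation of all tested compounds plus 3 SD, cut at about 14% in these data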;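 further: 0% = plate median of compound wells and 100% = 30 µM serotonin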
MC4R ag barr: MC4R agonists recruiting beta-arrestin, primary screen, cell-based, luminescence, agonist arm of biased-ligand search | Melanocortin receptor 4 (Homo sapiens), P32245 | U2OS MC4R beta-arrestin complementation; percent of melanotan II response, DMSO zero | activation, % at 8.9 µM | 360,000 tested, 0.98% active | AID 540308, 2011;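 active means activation above a per-plate cutoff, the mean activation of sample wells on that plate plus 3 SD, cut at about 8% in these data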
CaV13 ICDI inh: Disruptors of the CACNA1D IQ motif to Ca2+-dependent inactivation inhibitor domain association, primary screening, Förster resonance energy transfer in intact living …; 340,000 tested, 0.098% active; AID 743397; HEK cells, CFP/YFP FRET ICDI-IQ, plate reader, 10 min; percent FRET-ratio fall versus neutral wells; inhibition, % at 12.3 µM;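 active means mean replicate inhibition of at least 30% and at least 1% of replicates passing that level; inconclusive means only one of the two criteria is met; inactive means neither criterion is met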;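 further: 0% = median of the neutral control wells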
MC4R antagonist: MC4R antagonists of cAMP signaling, primary screen, cell-based, TR-FRET, antagonist arm of biased-ligand search. Melanocortin receptor 4 (Homo sapiens), P32245. MC4R-expressing cells, MTII-stimulated cAMP, LANCE TR-FRET. inhibition, % at 6.5 µM. 360,000 tested, 0.48% active. AID 540295, 2011;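 active means inhibition above its plate's cutoff, the mean of tested wells on that plate plus 3 SD, cut at about 29% in these data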;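 further: 0% = Melanotan II alone and 100% = Melanotan II plus saturating MCL0020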
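System: U2OS-MC4R stable cell line; Technique: Eu-cAMP/anti-cAMP TR-FRET, emission 671 nm; Repeats: single well per compound; Also added: Melanotan II; Dosing: one concentration, 6.5 µM nominal; Schedule: 30-min compound, 1-h challenge, 1-h detection, room temperature.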
Vif inh: HIV Vif self-association inhibitors, primary screen, imaging, HEK293T, single point. HEK293T cells, Vif self-association by quenched fluorescence, 24 h. inhibition, % at 7.49 µM. 340,000 tested, 0.35% active. AID 602346, 2012; in the data active means inhibition above about 50%, passing the limit was not always enough; inconclusive means no clear call, values can overlap the other calls; inactive means below about 31%; further: some results filed as inactive read as strong as hits
Cardio protect: cardioprotection against H2O2-induced cell death, primary screen, uHTS, H9c2 cells, ATPLite luminescence; H9c2 cardiomyocytes, H2O2 injury protection, 2 h; protection from H2O2 cell death, % at 20 µM; 360,000 tested, 0.63% active; AID 588492, 2011;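 active means compounds giving at least 50% protection of heart cells from peroxide-induced death in the single-dose screen, raw or plate-pattern-corrected value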;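 further: 0% = DMSO wells with peroxide and 100% = DMSO wells without peroxide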
N-glyco inh: increase of ERlucT glycosylation luciferase signal, primary screen, N-linked glycosylation inhibitor project, D54 ERlucT cells, luminescence, set 2; D54 ERlucT glycosylation luciferase reporter, 24 h; percent of 100 nM tunicamycin response; reporter increase, % at 12.5 µM; 360,000 tested, 0.23% active; AID 588692, 2011;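 active means mean luciferase reporter signal, scaled so untreated is 0 and the glycosylation-blocking control 100, at or above a set limit in every replicate; inconclusive means mean reaches the limit but not every replicate does; inactive means mean below the limit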;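 further: luciferase carries N-glycosylation sites so blocking glycosylation raises the light; 0% = median of neutral control wells and 100% = median of 100 nM tunicamycin wells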
PDI inh: inhibitors of human PDI, primary screen, biochemical, turbidity, single point, plate reader; inhibition, % at 10 µM; AID 588391, 2011; 350,000 tested, 0.052% active; PDI insulin aggregation turbidity, A650, 90 min; Protein disulfide-isomerase (Homo sapiens), P07237;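 active means mean inhibition across replicates of 30% or more, whatever share of single replicates reach that level; inconclusive means mean inhibition below 30% while every single replicate reaches 30%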;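 further: absorbance from insulin aggregation driven by PDI reduction with DTT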
ABCB6 inh MLPCN: ABCB6 transporter inhibitors, primary screen, K562-ABCB6 cells, flow cytometry, MLPCN library; K562-ABCB6 porphyrin accumulation, 1 h; hits give low values; ATP-binding cassette sub-family B member 6 (Homo sapiens), Q9NP58; fluorescence ratio to DMSO, % at 10 µM; 360,000 tested, 0.19% active;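 active means fluorescence ratio to DMSO below 75%, the collection mean minus 3 SD; inconclusive means too few cells collected in the well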;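 further: signal is porphyrin accumulated inside mitochondria; 100% equals median channel fluorescence of DMSO control wells; lower ratio means ABCB6 inhibition with less porphyrin fluorescence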
Target sequence (Q9NP58 whole entry, looked up): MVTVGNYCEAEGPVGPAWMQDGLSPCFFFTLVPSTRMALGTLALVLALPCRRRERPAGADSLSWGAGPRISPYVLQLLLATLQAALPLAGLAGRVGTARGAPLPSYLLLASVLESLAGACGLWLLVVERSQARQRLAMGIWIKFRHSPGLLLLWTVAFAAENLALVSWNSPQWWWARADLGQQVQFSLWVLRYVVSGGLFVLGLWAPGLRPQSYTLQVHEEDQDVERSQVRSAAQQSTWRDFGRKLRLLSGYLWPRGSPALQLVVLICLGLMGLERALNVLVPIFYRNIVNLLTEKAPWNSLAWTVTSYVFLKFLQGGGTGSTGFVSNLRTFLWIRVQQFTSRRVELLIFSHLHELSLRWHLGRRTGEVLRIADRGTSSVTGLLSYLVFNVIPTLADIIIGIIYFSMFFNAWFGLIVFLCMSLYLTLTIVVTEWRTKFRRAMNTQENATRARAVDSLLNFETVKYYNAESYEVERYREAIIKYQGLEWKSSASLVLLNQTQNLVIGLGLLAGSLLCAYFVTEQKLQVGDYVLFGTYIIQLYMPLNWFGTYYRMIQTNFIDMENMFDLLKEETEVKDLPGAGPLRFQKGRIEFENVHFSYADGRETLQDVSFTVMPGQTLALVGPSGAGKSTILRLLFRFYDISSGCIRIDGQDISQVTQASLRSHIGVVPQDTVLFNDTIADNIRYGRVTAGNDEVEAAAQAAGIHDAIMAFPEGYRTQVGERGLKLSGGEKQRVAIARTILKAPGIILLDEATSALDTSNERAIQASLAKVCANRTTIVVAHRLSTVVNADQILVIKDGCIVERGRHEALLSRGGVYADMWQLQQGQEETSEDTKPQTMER
* hit, by the source's call; ? = inconclusive; / = not tested or not shown.

SMILES	aDG glyco act	m5-HT2A agonist	MC4R ag barr	CaV13 ICDI inh	MC4R antagonist	Vif inh	Cardio protect	N-glyco inh	PDI inh	ABCB6 inh MLPCN
CCS(=O)(=O)N1CCN(S(=O)(=O)c2ccc(F)cc2)CC1	-0.1	2.0	-1.7	-3.2	-1.4	8.7	6.2	-1.7	6.3	90.0
CCCNC(=O)C1CCN(S(=O)(=O)c2ccc3[nH]c(=O)ccc3c2)CC1	0.2	6.0	1.5	-5.8	8.5	1.2	0.4	1.5	/	98.0
Cc1ccc(CNC(=O)CCC2CCCN(Cc3cccc4ncccc34)C2)o1 (stereo not drawn)	0.3	-1.7	-1.5	6.8	-3.6	-7.4	9.2	2.1	-3.5	96.0
COc1ccc(Cl)cc1CNC[C@H]1O[C@@H](n2ccc(N)nc2=O)[C@H](O)[C@@H]1O	3.1	-1.3	-0.9	-2.6	-1.5	-2.3	-12.2	-1.2	-6.4	102.0
CCOC(=O)N1CCC(NCCNC(=O)c2ccc(F)c(F)c2)CC1	-0.1	-4.2	-0.4	-4.7	8.1	-9.8	0.2	2.6	-2.1	92.0
COc1ccccc1/C=C/C1C(C(=O)OCC(C)C)=C(C)N=C2SCCC(=O)N21 (stereo not drawn)	-0.2	-1.5	-0.9	-4.3	13.0	-15.0	-6.2	5.0	3.8	93.0
CCC(C(=O)NCC1CCCO1)n1nc(C)c2sc3ccccc3c2c1=O (stereo not drawn)	0.4	-5.8	-0.7	-7.1	6.8	-8.6	-0.1	-1.1	-3.0	95.0
COC(=O)c1cc(NC(=O)c2ccc(C)cc2)c(=O)oc1C	-0.6	-2.0	-2.3	-1.0	5.9	21.5	-3.0	-0.8	14.2	101.0
O=C(Nc1ccc2c(c1)OCO2)N1CCC(CO)(CC2CCCCO2)CC1 (stereo not drawn)	-0.2	6.0	2.6	-4.5	17.4	-11.1	-0.2	2.9	4.7	101.0
CCCCNC(=O)NS(=O)(=O)c1ccc(C(=O)OC)o1	-0.3	2.2	-1.5	-5.2	19.0	24.7	-0.8	0.7	-5.2	95.0
CCOc1cc(C(=S)N2CCOCC2)cc(Br)c1OS(=O)(=O)c1ccccc1	0.0	-0.1	-0.4	-1.4	21.8	-4.4	-2.4	1.3	2.6	101.0
CCCCN(C)C(=O)c1sc(=O)n(Cc2ccccc2C#N)c1C	-0.1	-2.2	-0.3	1.6	2.0	-1.6	-0.9	-1.6	3.9	100.0
Fc1ccc(-c2nc3ccc(Cl)cn3c2Cc2ccccc2C(F)(F)F)cc1	0.1	-2.2	/	-2.7	/	/	-4.7	-2.4	/	108.0
CN(C)c1ccc(C(=O)NCC(c2cccs2)N2CCOCC2)cc1 (stereo not drawn)	0.0	-6.2	3.0	-1.8	0.9	-6.5	4.3	1.0	-31.2	94.0
CCCOc1cc(C)c(Cl)cc1S(=O)(=O)N(CC)CC	0.0	-0.2	2.5	-4.8	1.2	/	-13.3	-0.5	-6.3	89.0
CCCc1cc(C(=O)Nc2sc(C(C)=O)c(C)c2C(=O)OCC)no1	0.0	-4.6	0.0	7.8	14.6	-6.0	-5.8	0.2	/	105.0
O=c1[nH]nc(CNc2ccc(O)cc2)c2ccccc12	1.2	2.2	-1.0	-4.6	-6.4	/	87.3*	1.9	7.1	99.0
O=C(O)c1ccccc1CC(CCc1ccccc1)C(=O)O (stereo not drawn)	0.2	-4.7	-3.0	-4.8	3.3	18.2	4.9	-0.5	-4.5	99.0
CC(=O)c1cccc(NC(=O)CN2C(=O)C3C4C=CC(C4)C3C2=O)c1 (stereo not drawn)	-0.2	1.5	-0.3	-9.3	19.5	-1.4	3.8	0.8	3.7	103.0
O=C(COc1ccc(NC(=O)c2ccccc2[N+](=O)[O-])cc1)c1ccc(F)cc1	-0.2	-1.8	0.9	-4.3	7.9	-15.9	-3.1	-4.1	2.3	99.0
CCOC(=O)c1cnc(-n2nc(C)cc2C)nc1NC	1.1	2.4	-1.8	-3.2	0.3	-5.5	-4.6	3.7	-0.3	99.0
COc1ccc(N/C=C(\C#N)S(=O)(=O)c2ccc(OC)cc2)cc1	0.2	0.7	0.9	-18.4	15.6	-9.1	-8.9	-0.3	-0.7	107.0
OCCOCCNc1ncnc2c1cnn2-c1ccccc1	-0.1	1.2	1.7	/	-0.2	-2.4	-4.0	-2.2	-3.5	88.0
Cc1cccc(CNc2ccc(C(CC(N)=O)NC(=O)c3ccccc3)cc2[N+](=O)[O-])c1 (stereo not drawn)	0.2	-11.9	-1.3	-10.8	6.6	/	2.4	1.4	-3.2	103.0
CN(C)CCN(Cc1ccco1)S(=O)(=O)c1csc(C(N)=O)c1	-0.1	0.8	-2.8	-3.9	-0.8	2.8	8.6	-0.4	1.8	102.0
Next section
SMILES	aDG glyco act	m5-HT2A agonist	MC4R ag barr	CaV13 ICDI inh	MC4R antagonist	Vif inh	Cardio protect	N-glyco inh	PDI inh	ABCB6 inh MLPCN
CC(=O)Nc1ccc(NC(=O)c2ccccc2F)cc1	-0.1	-1.3	-2.8	-4.4	16.6	5.6	0.8	1.2	-3.0	96.0
Clc1ccc(/C=N/Nc2nnc(-c3ncc[nH]3)c3ccccc23)cc1	-0.2	1.4	1.4	-4.1	1.2	7.7	16.5	-1.6	-1.2	97.0
Cc1cc(C)n(CC(=O)N/N=C/c2ccccn2)n1	0.0	-2.5	0.0	-3.2	2.0	1.1	3.3	1.2	0.8	98.0
Cc1ccc(-n2c(-c3ccccc3)c[n+]3c2CCc2ccccc2-3)c(C)c1	1.3	7.5	-2.8	1.7	7.1	-17.1	-22.4	11.5	-4.4	94.0
CCCCn1c(=O)c(CCC(=O)OCC(=O)Nc2ccc(F)c(Cl)c2)nc2ccccc21	0.0	2.6	10.3*	-14.5	9.1	6.6	4.0	1.0	-10.9	104.0
COc1cccc(/C=N/NC(=O)c2cccc(N3CCCC3=O)c2)c1	-0.1	15.4*	1.4	-4.4	18.7	0.5	-6.6	-3.2	-4.0	101.0
CC(=O)N1CCC(C(=O)Nc2cc(S(=O)(=O)N3CCCCC3)ccc2C)CC1	-0.3	8.2	0.7	-6.6	4.0	3.0	5.5	1.6	9.5	99.0
C=CCSc1cc(C)nc2c(-c3ccccc3)c(C)nn12	0.1	-8.4	0.7	-8.6	-9.5	-2.3	3.3	6.9	4.1	99.0
CCOc1ccc(NC(=S)NN2CCN(C)CC2)cc1	0.2	2.9	-1.3	-2.6	6.1	-1.5	-2.2	-0.6	2.2	94.0
Cc1ccc(CCSCC(=O)O)cn1	-0.4	-3.1	-0.2	-5.8	2.3	28.0	-0.5	4.6	-5.8	98.0
Cc1ccc(N2CC(C(=O)NCc3n[nH]c(=O)c4ccccc34)CC2=O)cc1 (stereo not drawn)	0.3	1.8	-3.1	-2.1	9.5	-8.8	47.0	0.6	-3.1	103.0
CC(=O)c1cccc(NC(=O)C23CC4CC(C2)CC(n2cncn2)(C4)C3)c1	0.0	0.5	-2.2	-2.2	8.3	-0.8	17.3	1.2	-17.5	103.0
O=C(NCCOc1ccccc1F)C1CC(=O)N(c2ccc3c(c2)OCCO3)C1 (stereo not drawn)	0.1	0.0	-0.8	-5.6	6.3	7.8	-0.8	0.9	3.0	101.0
O=C(CSc1nnc2ccccn12)Nc1ccc2c(c1)OCO2	-0.1	-1.2	-2.7	-18.8	0.5	1.2	5.3	3.0	-0.8	103.0
COc1ccc(C)cc1NC(=O)C1CCCN(S(=O)(=O)c2ccc3c(c2)CCCN3C(C)=O)C1 (stereo not drawn)	0.3	0.1	-4.0	-3.3	2.2	10.8	-2.4	-1.5	-6.5	99.0
O=C(CCc1ccccc1)NNC(=O)c1ccc(Cl)cc1	0.0	-1.8	0.3	-5.8	1.4	?	1.2	0.1	3.7	97.0
Cc1cccc(NC(=O)CSc2nc(-c3ccccc3)c(C#N)c(=O)[nH]2)c1C	0.8	-2.1	-1.1	-3.4	8.7	-3.1	-8.4	-1.2	10.9	96.0
COC(=O)C1=C(C)N(c2ccc(S(N)(=O)=O)cc2)C(=O)C1	-0.3	-0.3	-1.0	-4.5	-2.0	4.9	-3.1	-0.6	-0.2	109.0
COc1ccc(Br)cc1S(=O)(=O)N1CCCC1	-0.3	0.8	-2.0	-5.1	-0.7	-9.0	2.8	1.7	-2.8	84.0
Cc1cccc(NC(=S)NC2CCCC2)c1	0.0	-0.5	-1.1	-14.4	15.2	2.2	6.0	0.4	-0.1	97.0
N#C/C(=N\Nc1ccccc1)C(N)=S	0.0	7.7	-0.8	-2.8	-16.0	2.3	-10.7	-1.5	4.2	94.0
N#CCC(=N)N1CCN(c2ccc(Cl)cc2)CC1	0.8	0.8	1.0	-2.2	8.1	1.5	-4.3	0.0	5.5	103.0
c1cncc(CNc2ncnc3ccc(-c4cccnc4)cc23)c1	0.0	2.0	-1.2	-5.5	5.3	8.2	1.2	-1.7	-1.5	102.0
O=C(CCN1C(=O)/C(=C/c2ccccc2)SC1=S)NCCCN1CCOCC1	0.1	-3.0	-2.4	-4.1	-5.0	0.7	-7.1	-1.6	7.7	104.0
COc1cc(OC)c2c(N)c(C#N)c(C(F)(F)C(F)(F)F)nc2c1	0.1	-0.2	3.2	-1.1	-0.5	-4.2	-2.8	1.0	4.5	90.0
CCOC(=O)c1ccc(S(=O)(=O)N2CCC(C(=O)NCc3ccccc3OC)CC2)cc1	-0.1	5.9	-2.2	-4.6	-0.2	-2.8	-3.5	-0.8	-10.6	96.0
CC(C)CN1CCN(Cc2cnc(N3CCOCC3)s2)CC1CCO (stereo not drawn)	0.1	-3.3	-3.0	6.4	1.1	-2.2	-3.8	1.1	2.1	95.0
COc1ccc(OC)c(/C=C2\SC(=S)N(NS(=O)(=O)c3ccccc3)C2=O)c1	-0.1	1.8	-0.6	-20.5	15.1	7.1	-8.6	0.6	11.5	98.0
O=C(NCc1n[nH]c(=S)n1Cc1ccccc1)c1ccccc1	0.4	-3.7	-2.1	0.1	10.3	2.5	-4.1	-0.2	-4.4	98.0
